Compound activity from PubChem BioAssay.
M. tuberculosis HTS: M. tuberculosis growth inhibition, HTS (AID 449762) | 0.59% of 330,000 active | inhibition, % at 25 µM, or IC50 in µM where a hit was titrated | M. tuberculosis H37Rv growth inhibition, 7H9 media; higher % means a stronger effect; in the data active means a potency from the dose series; inconclusive means inhibition above about 70% without an active follow-up result;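 further: bacterial growth assessed after seven days of incubation; strong numbers were not always called active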
Salmonella PhoP GFP: Inhibition of PhoP regulon, Salmonella typhi GFP reporter cells, confirmation, 4 h (AID 1850) | one-dose inhibition, % at 50 µM; IC50 in µM for titrated hits | Salmonella Typhi PhoP-promoter GFP reporter, fluorescence, 4 h; higher % means a stronger effect | 0.33% of 310,000 active; in the data active means a potency from the dose series; inconclusive means inhibition mostly from about 25% at the one dose, without a potency; inactive means the rest, 99 in 100 with inhibition below about 19%;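 further: 0% = induced wells with vehicle and 100% = uninduced wells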
VEEV TC-83 Vero: inhibitors of VEEV TC-83 cytopathic effect, confirmation, Vero cells (AID 588727); Vero cells, VEEV TC-83 cytopathic effect inhibition; higher % means a stronger effect; inhibition, % at 20 µM, or IC50 in µM where a hit was titrated; 0.13% of 350,000 active; in the data active means a potency from the dose series; inconclusive means inhibition mostly from about 14% at the one dose, without a potency; inactive means the rest, 99 in 100 with inhibition below about 12%; further: strong numbers were not always called active
influenza NS1A: NS1A inhibition, H1N1 influenza, cell based functional assay (AID 504329); NS1A functional cell-based assay, percent inhibition; higher % means a stronger effect; inhibition, % at 12.5 µM, or IC50 in µM where a hit was titrated; 0.3% of 340,000 active; in the data active means a potency from the dose series; inconclusive means inhibition above about 27% without an active follow-up result; further: strong numbers were not always called active
tuberculosis growth: growth inhibition of non-replicating M. tuberculosis (AID 488890); Mycobacterium tuberculosis non-replicating, growth inhibition; higher % means a stronger effect; 0.39% of 320,000 active; inhibition, % at 25 µM; hits with a dose series show IC50 in µM; in the data active means a potency from the dose series; inconclusive means inhibition mostly from about 82% at the one dose, without a potency; inactive means the rest, 99 in 100 with inhibition below about 76%;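 further: plate controls were DMSO cells for no effect and high antibiotic wells for full effect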
VEEV TC-83 Vero 10K pilot screen: also measured in VEEV TC-83 Vero; calls as there; inhibition, %; measured here: 10K pilot screen inhibition
* = called active by the depositor; i = inactive; ? = inconclusive; . = no result given.

SMILES | M. tuberculosis HTS | Salmonella PhoP GFP | VEEV TC-83 Vero | influenza NS1A | tuberculosis growth | others
COCCn1c(SC)nnc1-c1c[nH]c2ccccc12 | -7% | 3% | 8.1% | -10% | -19%
Cn1c(=O)c2nc(-c3ccc(Cl)cc3Cl)oc2c2ccccc21 | 1% | 7% | 2.1% | -8% | .
Cc1ccc(/C=C2\SC(=S)N(CCCC(=O)Nc3ccc(O)cc3)C2=O)cc1 | 1% | -8% | i | 2% | 27%
O=C(Cn1cnc([N+](=O)[O-])c1)NC1CCCC1 | -7% | -3% | 0.8% | 1% | -9%
Cc1ccccc1C1C(C#N)=C2N=C(N)c3ccccc3N2C2=C1C(=O)CCC2 (stereo not drawn) | 6% | 8% | 6.4% | 18% | 41%
S=c1[nH]nc(-c2ccc(Cl)cc2)n1CC1CCCO1 (stereo not drawn) | -3% | -10% | 2.0% | -1% | 7%
CNC(=S)N/N=C/c1c(C)nn(-c2ccccc2)c1Cl | -2% | -12% | 0.2% | 2% | -1%
CC1=CC(C)(C)N(C(=O)CSc2ncn[nH]2)c2ccc(C)cc21 | -2% | 2% | 4.8% | 5% | 20%
CCOc1cc2[nH]c(=O)n(CCCC(=O)NCc3ccco3)c(=O)c2cc1OCC | -2% | -6% | 8.8% | -6% | 3%
COc1ccccc1-n1c(SCC(=O)O)nc2c(sc(=S)n2-c2ccccc2C)c1=O | 9% | 1% | i | -3% | 5%
COc1ccc(CCC(=O)OCC(=O)Nc2c(C)nn(-c3ccccc3)c2C)cc1 | -1% | 5% | 1.4% | -1% | -1%
c1ccc2[nH]c(CSc3nnc(-c4ccncc4)o3)nc2c1 | 8% | -2% | 1.9% | -2% | 21%
CCN1CCN(c2nc3c(C)cccn3c(=O)c2/C=C(\C#N)S(=O)(=O)c2ccccc2)CC1 | -3% | 0% | 0.5% | 8% | -18%
Cc1ccc(-c2ccc(=O)n(CC(=O)NCCN(CC(C)C)CC(C)C)n2)cc1 | 2% | 5% | 0.1% | -7% | 9%
CN(C)c1ccc(/C=N/NC(N)=S)cc1[N+](=O)[O-] | 3% | 4% | 0.1% | 0% | 58%
O=C(Cn1c2ccccc2c2nc3n(c(=O)c21)CCCS3)Nc1ccccc1 | 20% | 10% | 2.0% | 3% | -12%
CN(Cc1ccccc1)C(=O)COC(=O)c1ccc[nH]c1=O | 3% | . | 6.6% | 0% | -11%
COC(=O)C1=C(C)N(c2ccc(C)cc2)/C(=C/c2cccs2)C1=O | 0% | 3% | 6.2% | -3% | 3%
COc1ccc(-n2c(C)cc(C(=O)CN3C(=O)C(=O)N(Cc4ccccc4)C3=O)c2C)cc1 | 55% | -2% | 7.6% | -6% | 23%
N#Cc1cnn2c(C(F)(F)F)c3c(nc12)CCCC3 | 3% | 1% | 0.8% | 7% | 9%

Arranged by SMILES length (descending): part of the list above.
SMILES | M. tuberculosis HTS | Salmonella PhoP GFP | VEEV TC-83 Vero | influenza NS1A | tuberculosis growth | others
COc1ccc(-n2c(C)cc(C(=O)CN3C(=O)C(=O)N(Cc4ccccc4)C3=O)c2C)cc1 | 55% | -2% | 7.6% | -6% | 23%
COc1ccccc1-n1c(SCC(=O)O)nc2c(sc(=S)n2-c2ccccc2C)c1=O | 9% | 1% | i | -3% | 5%
Cc1ccccc1C1C(C#N)=C2N=C(N)c3ccccc3N2C2=C1C(=O)CCC2 (stereo not drawn) | 6% | 8% | 6.4% | 18% | 41%
O=C(Cn1cnc([N+](=O)[O-])c1)NC1CCCC1 | -7% | -3% | 0.8% | 1% | -9%

3 entries drawn at random from the list so far, as already listed:
SMILES | M. tuberculosis HTS | Salmonella PhoP GFP | VEEV TC-83 Vero | influenza NS1A | tuberculosis growth | others
COCCn1c(SC)nnc1-c1c[nH]c2ccccc12 | -7% | 3% | 8.1% | -10% | -19%
N#Cc1cnn2c(C(F)(F)F)c3c(nc12)CCCC3 | 3% | 1% | 0.8% | 7% | 9%
S=c1[nH]nc(-c2ccc(Cl)cc2)n1CC1CCCO1 (stereo not drawn) | -3% | -10% | 2.0% | -1% | 7%

Additional results.
SMILES | M. tuberculosis HTS | Salmonella PhoP GFP | VEEV TC-83 Vero | influenza NS1A | tuberculosis growth | others
Cc1cc(C)nc(/N=C(\N)Nc2ccc([N+](=O)[O-])cc2)n1 | 10% | -7% | 1.1% | -9% | -2%
CC(=O)Nc1ccc(S(=O)(=O)NCCC(=O)Nc2ccc(C)cn2)cc1 | 3% | -1% | 0.4% | -14% | 1%
NS(=O)(=O)c1ccc(CCNC(=S)NC2CCCCC2)cc1 | 3% | -3% | 0.8% | 7% | 6%
O=C(NCc1ccc(Cl)cc1)C1CCC(=O)N(C2CCCCCC2)C1 (stereo not drawn) | -5% | -2% | 1.9% | 18% | 14%
CC(NC(=O)c1noc2c1CCCCC2)c1ccccc1 (stereo not drawn) | 7% | -3% | 0.3% | 26% | .
COc1cccc(N2CCN(C(=O)c3ccc(=O)oc3)CC2C)c1 (stereo not drawn) | 0% | -11% | 0.6% | 7% | 2%
CC(=O)c1cc(-c2ccccc2)n(CCC(=O)NC(C)(C)C)c1C | -1% | -1% | 0.8% | 10% | -18%
CCNC(=O)Nc1nc2ccccc2s1 | -4% | 15% | 1.8% | -9% | -4%
C/C(=N\NC(=O)C1COc2ccccc2O1)c1ccccn1 (stereo not drawn) | ? | 4% | ? | 5.6µM* | ?
O=C1N(c2ccccc2)C(c2ccccc2)N2CCCN12 (stereo not drawn) | -2% | -16% | 0.4% | 0% | -21%
Nc1c(C(=O)NCC2CCCO2)sc(=S)n1-c1ccccc1 (stereo not drawn) | -13% | 1% | 1.7% | 5% | 15%
O=C(O)c1ccc(N2C(=O)CSC2=S)cc1 | -9% | 51% | 1.6% | -2% | 74%
CC(OC(=O)C1=COCCO1)C(=O)NC(C)c1ccc(Cl)cc1Cl (stereo not drawn) | 19% | -6% | 1.4% | -14% | 0%
COc1ccc(NC(=O)CN2C(=O)CSc3ccc(S(=O)(=O)N4CCCC4)cc32)cc1OC | 3% | 4% | 1.9% | 1% | 5%
Cc1ccc(NC(=O)COc2ccc(Br)cc2C)cc1 | 4% | 8% | 0.2% | 9% | 57%
COc1ccc(OCC(=O)Nc2cccc(NC(=O)COc3ccc(OC)cc3)n2)cc1 | 0% | 10% | i | 9% | .
Cc1ccc(C(=O)N2CCN(CCNC(=O)C(=O)NCc3ccc(Cl)cc3)CC2)cc1 | 4% | 8% | 2.7% | 2% | 36%
C=CCn1c(=O)/c(=C\c2ccccn2)s/c1=C(/C#N)C(=O)NCC1CCCO1 (stereo not drawn) | -6% | -35% | 5.5% | 2% | -11%
O=C(C(Cl)Cl)N1CCN(Cc2ccc3c(c2)OCO3)CC1 | 4% | -5% | i | 0% | 27%
CC1(C)N=C(N)NC(Nc2ccccc2Cl)=N1 | 3% | 1% | i | 6% | 18%
COc1ccccc1C(=O)O/N=C(\c1ccccc1)c1ccncc1 | 5% | -12% | 1.1% | 0% | 31%
Cc1ccc(C(=O)Nc2nc(=O)n(C(=O)c3ccccc3C)s2)cc1 | 0% | 1% | 3.1% | -6% | 27%
Cc1nc(C)c(C(=O)Nc2ccc(Oc3ccccc3)cc2)o1 | 4% | 6% | i | -10% | 13%
COc1ccc(N2C(=O)CC(Sc3nnc(-c4ccccc4)o3)C2=O)cc1 (stereo not drawn) | -27% | -7% | 1.5% | -4% | 10%
COc1ccccc1CNC(=O)N1CCN(c2ccccc2C)CC1 | 24% | -29% | 1.2% | 3% | 5%
CN(C)c1ccc(NC(=O)c2ccc3nsnc3c2)cc1 | -2% | 11% | 2.4% | 17% | 1%
COc1cc(/C=N/NC(=S)Nc2cccc(Cl)c2C)ccc1OCC(=O)N1CC(C)OC(C)C1 (stereo not drawn) | -10% | -12% | 8.1% | -1% | -5%
OCCN(CCO)CC(O)COc1ccc2c(c1)OCO2 (stereo not drawn) | -3% | 7% | i | 6% | 7%
CS(=O)(=O)c1ccc(Cl)c(NC(=O)COC(=O)c2cccc(S(=O)(=O)N3CCCC3)c2)c1 | -7% | 0% | i | -7% | -2%
Cc1cc(-c2nnc(SCC(=O)Nc3cccc(F)c3)n2N)n[nH]1 | 0% | 8% | 0.4% | 4% | 6%
CC1CCCCN1CCCNC(=O)c1ccc(NC(=O)C2=CSCCO2)cc1 (stereo not drawn) | -2% | 21% | 2.0% | -2% | -2%
CSc1nc(-c2ccccc2)c(C#N)c(=O)n1C | 0% | -11% | 1.6% | -3% | 2% | VEEV TC-83 Vero 10K pilot screen=1.1
CCc1cc2c(C)cc(=O)oc2cc1Oc1ncccc1[N+](=O)[O-] | 2% | -8% | . | . | 6%
CC(=O)C1=C(C)Nc2ncnn2C1c1ccccc1F (stereo not drawn) | -1% | -18% | i | -3% | -6%
CC(C)=C(NC(=O)c1ccco1)C(=O)NCCc1nc2ccccc2[nH]1 | 4% | -1% | i | 1% | -8%
CC(=O)Nc1scc(-c2ccccc2)[n+]1-c1ccc(C)cc1 | -4% | 2% | 13% | -2% | 8%
CN(CC(=O)Nc1ccccc1C(F)(F)F)C(=O)c1cc(Cl)nc2ccccc12 | -5% | -3% | 5.3% | -9% | -18%
O=C(NCC(=O)N1CCN(c2ccccc2O)CC1)c1ccc(Br)o1 | -6% | -5% | 0.9% | 10% | 12%
COc1cc(OC)cc(-c2c(-c3ccsc3)c3cc(Br)ccc3n2C)c1 | -4% | . | 0.9% | -5% | 23% | VEEV TC-83 Vero 10K pilot screen=3.7
CCOC(=O)c1cn2c(C)cccc2n1 | -8% | -9% | 2.0% | 2% | -3%
CC(=O)c1ccc(NC(=O)Cn2cnc(S(=O)(=O)N3CCCCC3)c2)cc1 | 8% | 2% | 0.7% | -11% | 11%
COC(=O)N/N=C\c1cc2c(cc1Br)OCO2 | 41% | -6% | 0.3% | 4% | 6%
O=C(O)CCCN1C(=O)NC2NC(=O)NC21 (stereo not drawn) | -4% | -10% | i | -12% | -1%
O=C(/C=C/c1ccc(OC(F)F)cc1)OCC(=O)N1CCN(C(=O)c2ccco2)CC1 | 28% | -1% | 0.2% | 2% | 11%
CC(C)(C)C(=O)N1CCC(O)(CS(=O)(=O)c2ccc(Cl)c(Cl)c2)CC1 | -3% | 4% | 0.5% | -4% | 12%
Cc1cc(N2C(=O)C(O)=C(C(=O)c3ccc(C)o3)C2c2ccc(OCc3ccccc3)cc2)no1 (stereo not drawn) | 17% | -9% | 0.7% | 4% | 51%
O=C(NC(=S)Nc1ccccc1N1CCOCC1)c1ccc(-c2cccc(Cl)c2)o1 | 2% | -4% | 3.3% | -6% | 17%
CCCc1nc2nc(C)c(NS(=O)(=O)c3ccc4c(c3)CCCC4)c(=O)n2[nH]1 | -3% | -3% | 0.7% | -9% | -3%
COC(=O)c1ccc(C(=O)N=c2sccn2C)cc1 | 3% | 9% | 1.0% | 6% | 2%
CCOP(=O)(OCC)C(O)c1cccnc1 (stereo not drawn) | 3% | 2% | 1.9% | -1% | -14%
CCC(C)(C)n1nnnc1C(c1ccc(Cl)cc1)N1CCN(C)CC1 (stereo not drawn) | 1% | -6% | 1.1% | 1% | 11%
Cn1nc(NC(=O)CC23CC4CC(CC(C4)C2)C3)c2c(F)cccc21 | -5% | 2% | 0.8% | 1% | -16%
C/C(N)=C(/C#N)C(=O)COc1ncnc2ccccc12 | -12% | -4% | 0.8% | -5% | -14%
CCOc1ccc(NS(=O)(=O)c2ccc(C(=O)N3CCCCCC3)cc2)cc1 | 3% | 5% | 2.2% | -8% | 1%
O=C(CSc1nc2cc(Cl)ccc2c(=O)n1Cc1ccco1)Nc1ccc(S(=O)(=O)N2CCOCC2)cc1 | -1% | -12% | 7.7% | 3% | 45%
C=CCn1c(CSCc2ccccc2)nnc1SCC(=O)N1CCN(c2ccccc2)CC1 | -6% | 9% | i | 1% | 30%
Cc1ccc(CCNC(=O)c2cc(S(=O)(=O)N3CCOCC3)cn2C)cc1 | -2% | 1% | 0.2% | 4% | 15%
CCC[C@@H]1C[C@@]1(CCC)[C@@H](NC(=O)c1ccccc1)c1ccc(C(=O)OC)cc1 | -7% | -6% | 4.7% | -15% | 9%
CCCOCCOC(=O)C1=C(C)NC(=O)NC1c1cc(Cl)c(O)c(OC)c1 (stereo not drawn) | 0% | 4% | 0.0% | 0% | -5%
CCOC(=O)c1ccc(NC(=O)CSc2nnc(C3CCCCC3)n2C)cc1 | 40% | 8% | 1.8% | -7% | 30%
CCCC(=O)NCCc1cc2ccc(C)c(C)c2[nH]c1=O | -4% | . | 0.2% | 25% | .
O=c1[nH]c2cnccc2n1-c1ccccc1 | 5% | -13% | 2.1% | -5% | 4%
Cc1ccc(C(=O)OCC(=O)N(C)c2ccccc2)cc1C | 0% | 1% | 0.3% | 7% | 9%
